GLP-1R agonist: agonists of human GLP-1 receptor. HEK293 GLP-1R CRE-luciferase, luminescence, 4-6 h; cells express a hypersensitive GLP-1R form. Potency, µM (titrated, usually from 45.6 µM), for inactives: top-dose activation, most hits filed as activators. 0.007% of 380,000 active. AID 624172; also: potency is read from the fitted curve at half-maximal effect; % of control where 0% means no effect
KB-V1 MDR tox: kills drug-selected multidrug resistant KB-V1 cells; Potency, µM (highest dose often 46.1 µM), inactives show at the highest dose activity change, negative = cytotoxicity, actives largely listed as cytotoxic; 3.4% of 400,000 active; KB-V1 MDR cells viability, CellTiter-Glo, 72 h; AID 1347076; also: potency is read from the fitted curve at half-maximal effect; % is scaled to controls: 0 for no effect and ±100 for the full control effect; nearly all actives have a fitted effect of over 60% in size
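qHTS viability screen in drug-selected KB-V1 MDR cells: 72 h compound treatment at 37 degrees C, ATP luminescence end point.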
TDP-43 yeast inh: rescues yeast growth from TDP-43 toxicity; TDP-43 expressing yeast growth rescue, BacTiter-Glo, 24 h; Potency, µM (titrated, usually from 46.1 µM), inactives show at the top dose growth rescue (activation), hits mostly activators; 1.8% of 410,000 active; also: potency is read from the fitted curve at half-maximal effect; % of control where 0% means no effect; nearly all actives have a fitted effect of over 50% in size
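Growth rescue of TDP-43-toxic yeast measured as ATP luminescence (BacTiter-Glo). Cells grown to mid-log in raffinose, induced in galactose at OD600=0.02, exposed to compound 24 hr at 30 deg C.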
D3 antag: D3 dopamine receptor (human) antagonism; P35462; D3R cells, DiscoveRx beta-arrestin luminescence, antagonist mode; hits give low values; max response, negative = inhibition, %; 2.5% of 360,000 active; AID 652054; in the data active = max response below about -50%; inconclusive = no clear call, values can overlap the other calls; also: % is scaled to controls: 0 for no effect and ±100 for the full control effect; mostly tested at two doses, the higher about 12 µM
Target sequence (P35462 whole entry, looked up): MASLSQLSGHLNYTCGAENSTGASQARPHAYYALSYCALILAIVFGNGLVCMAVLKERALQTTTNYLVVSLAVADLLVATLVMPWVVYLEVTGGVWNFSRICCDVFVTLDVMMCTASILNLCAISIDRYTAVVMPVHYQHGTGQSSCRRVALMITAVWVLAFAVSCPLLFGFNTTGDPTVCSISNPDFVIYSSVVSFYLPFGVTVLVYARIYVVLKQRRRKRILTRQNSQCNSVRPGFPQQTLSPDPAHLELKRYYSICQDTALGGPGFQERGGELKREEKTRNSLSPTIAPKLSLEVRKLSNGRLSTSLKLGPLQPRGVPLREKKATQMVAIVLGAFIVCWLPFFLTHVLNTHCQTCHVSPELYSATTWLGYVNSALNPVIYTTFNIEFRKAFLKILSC
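Cells plated overnight at 1500 cells/well, then exposed to library compounds with dopamine controls for 90 minutes at 37 degrees C. DiscoveRx reagent added for 30–60 minutes at room temperature; luminescence read, quantitative HTS format.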
DRD3 agonist: activates the human D3 dopamine receptor. max activation, %. D3R DiscoveRx beta-arrestin cells, luminescence, 90 min. P35462. AID 652048. 0.58% of 410,000 active; in the data active = max activation above about 30%; also: 0% is about no effect; mostly tested at two doses, the higher about 12 µM
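Cells at 1500/well, incubated overnight, then treated with pinned compounds (dopamine as control) for 90 min at 37 degrees C. DiscoveRx reagent added for 30 - 60 minutes at room temperature; luminescence read.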
aSyn rescue: inhibitors of alpha-synuclein toxicity in yeast; Yeast expressing alpha-synuclein, growth rescue, BacTiter-Glo, 24 h; 0.14% of 370,000 active; Potency, µM (doses to about 46.1 µM), without a hit: at the top dose growth rescue (activation), usual class: activators; also: potency is read from the fitted curve at half-maximal effect; % of control where 0% means no effect; nearly all actives have a fitted effect of over 65% in size
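Galactose-induced alpha-syn yeast (OD600=0.02, raffinose-pregrown) + pinned cpd, 24 hr, 30 deg C; growth by BacTiter-Glo luminescence. Growth restoration scores as activation.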
PTHR1 ag: PTHR1 (human) receptor agonism | Potency, µM (highest dose often 115 µM), without a hit: top-dose activation, usual class: activators | Q03431 | 0.075% of 410,000 active | HEK293 GP2 PTHR1 cells, GloSensor cAMP luminescence, 1 h; also: potency is read from the fitted curve at half-maximal effect; nearly all actives have a fitted effect of over 55% in size; some results filed as inactive show a strong effect at the top dose; inactives centre near -15; many of its hits are not listed in these tables
Target sequence (Q03431 whole entry, looked up): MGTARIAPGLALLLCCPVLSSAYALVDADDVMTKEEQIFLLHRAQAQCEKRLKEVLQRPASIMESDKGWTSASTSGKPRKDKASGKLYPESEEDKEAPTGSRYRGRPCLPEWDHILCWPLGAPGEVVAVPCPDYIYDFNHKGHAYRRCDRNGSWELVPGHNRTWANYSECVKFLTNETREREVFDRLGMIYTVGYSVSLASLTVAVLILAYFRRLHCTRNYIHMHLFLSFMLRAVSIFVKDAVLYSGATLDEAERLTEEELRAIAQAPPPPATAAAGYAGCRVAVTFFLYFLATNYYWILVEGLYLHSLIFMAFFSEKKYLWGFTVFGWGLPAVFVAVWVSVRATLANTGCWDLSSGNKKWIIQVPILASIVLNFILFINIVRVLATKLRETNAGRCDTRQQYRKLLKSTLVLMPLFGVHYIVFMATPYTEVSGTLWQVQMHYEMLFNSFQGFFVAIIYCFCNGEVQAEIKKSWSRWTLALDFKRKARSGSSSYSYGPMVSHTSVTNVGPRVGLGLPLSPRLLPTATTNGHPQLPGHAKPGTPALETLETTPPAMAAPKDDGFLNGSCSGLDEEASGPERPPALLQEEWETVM
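HEK-293-derived GP2 cells expressing PTHR1 and a GloSensor cAMP reporter, 3,000/well, plated overnight, given luciferin plus IBMX (each 0.5 mM as added) for 1 h at 37 °C, then compound for 1 h at 37 °C. Luminescence was read after 15 min at room temperature.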
HEK293 tox: cytotoxicity in counter-screen for GLP-1R inverse agonists | HEK293 cAMP-luciferase reporter cells, luminescence, 24 h | Potency, µM (top dose mostly 38.3 µM), for the others: at the highest dose activity change, negative = inhibition, hits mostly inhibitors | 0.13% of 410,000 active;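 also: loss of luciferase light is scored as toxicity; potency is read from the fitted curve at half-maximal effect; % is scaled to controls: 0 for no effect and ±100 for the full control effect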
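Quantitative HTS format, 1536 wells, 200 cells/uL seeded. Compounds: 23 nL, 24 h, 37 °C. Detection: luciferase reagent, luminescence at 12 min RT; decreased signal taken as cytotoxic.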
GLP1R inv ag: acts as inverse agonist at human GLP-1 receptor; P43220; HEK293 GLP-1R CRE-luciferase, luminescence, 24 h; GLP-1R form is constitutively active; Potency, µM (titrated, usually from 38.3 µM), without a hit: top-dose activity change, negative = inhibition, hits mostly inhibitors; 1.6% of 410,000 active; AID 624417; also: potency is read from the fitted curve at half-maximal effect; % is scaled to controls: 0 for no effect and ±100 for the full control effect; nearly all actives have a fitted effect of over 55% in size
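Seeding at 200 cells/uL, 12 h culture, 24 hr compound treatment, then luciferase reagent and a luminescence read; cells are HEK293 stably expressing a constitutively active GLP-1R plus cAMP-responsive luciferase.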
Starred values were filed as active, the others as inactive; i = inactive; u = inconclusive; x = not tested or not shown; [ ] = dose if it differs, or a comment. Unless noted, calls follow the shape of the dose curve; as a rule, active = well fitted curve in the direction sought with a large enough effect; inconclusive = small, poorly fitted or top-dose-only effect, or another doubt; inactive = no such curve, though single readings can be large; an effect the other way counts as inactive or inconclusive.

SMILES | GLP-1R agonist | KB-V1 MDR tox | TDP-43 yeast inh | D3 antag | DRD3 agonist | aSyn rescue | PTHR1 ag | HEK293 tox | GLP1R inv ag
CC(C)c1ccc(NC(=O)C2(C)Cc3c(-c4cccc(C(F)(F)F)c4)ccnc3O2)cc1 (stereo not given) | -0.8% | 4.0% | 25.7% | -13.2 | 3.1 | 0.2% | i | -2.2% | u
O=C(Nc1ccccc1)C1=C[C@H](c2coc3ccccc3c2=O)C[C@H](OCCCCO)O1 | 14.9% | 16.2% | 14.6% | 11.6 | -1.9 | 1.9% | -4.5% | -28.0% | -3.2%
COC(=O)c1c(N)[nH]c(C(=O)c2ccccc2)c1-c1ccc(Cl)cc1 | 6.1% | -22.4% | 20.1% | -2.1 | 8.9 | -6.6% | i | -4.0% | 30.8%
CCCCCCC(=O)Nc1c2c(nc3ccccc13)N(C)CC2 | 0.4% | -6.6% | 21.5% | 10.3 | 2.5 | 0.3% | i | 5.7% | u
CN1C(=O)/C(=C/c2ccccc2OCc2cccc(F)c2)NC1=S | 6.2% | 8.6% | 6.7% | 53.9 | 6.6 | 4.7% | i | -16.5% | 0.1%
COc1ccc(NS(=O)(=O)c2ccc(Oc3c(C#N)cccc3C#N)cc2)cc1 | 20.0% | u | -4.8% | 0.9 | 4.9 | 3.6% | -27.7% | -0.4% | u
Clc1nnc(NC2CCCCC2)c(Cl)c1Cl | 15.7% | -26.7% | 22.4µM* | 48.3 | 5.6 | u | -28.9% | -5.9% | 16.4%
Cc1sc2ncn(CC(=O)N3CCN(c4ccccc4)CC3)c(=O)c2c1S(=O)(=O)N1CCC(C)CC1 | x | -14.8% | -1.1% | x | -10.1 | x | 24.5% | -4.5% | -26.3%
COc1ccc(N(Cc2cc3ccccc3[nH]c2=O)C(=O)c2cccc(Cl)c2)cc1 | x | 11.7% | 16.5% | x | 6.2 | x | -33.1% | -2.4% | u
COc1ccc(C=O)c(-c2c(-c3ccccc3OC)sc3ccccc23)c1 | 5.8% | 0.0% | 24.4% | -12.2 | 4.2 | -11.6% | i | -4.0% | u
CCOC(=O)N1CCN(S(=O)(=O)c2cc([N+](=O)[O-])c(C)cc2C)CC1 | 14.9% | -21.6% | 23.3% | 5.5 | 19.2 | 18.6% | i | 4.2% | 3.3%
O=c1oc2c3c4c(cc2c(C(F)(F)F)c1CCN1CCOCC1)CCCN4CCC3 | 1.2% | 0.4% | -11.6% | -26.1 | -3.1 | -4.3% | -18.4% | 230.4%[activator] | -7.9%
Cc1cc2cc(C)c(NCCNC(=O)c3ccccc3Cl)nc2cc1C | 21.9% | -1.3% | -6.5% | -16.5 | -11.0 | -6.1% | i | -22.6% | u
Cc1cc(-c2ccc(C)c(S(=O)(=O)NCCc3ccco3)c2)on1 | 1.6% | -19.0% | 29.2% | -16.0 | -11.6 | 14.7% | -91.8%[inhibitor] | 2.7% | u
Cn1cc(/C=C/c2cc[n+](C)cc2)c2cc(F)ccc21 | -3.8% | 5.3% | -14.4% | -17.6 | -31.7 | -4.1% | -20.2% | 67.0%[activator] | u
NC(=O)CC1C(=O)N(c2ccccc2)C(=S)N1NC(=O)c1ccc(Br)cc1 (stereo not given) | 21.6% | u | -18.8% | 4.5 | -1.6 | -8.3% | i | -11.2% | 7.3%
CCOc1ccc(OCCN(C)Cc2ccccc2)cc1 | 6.6% | -4.0% | 4.7% | -83.1* | -3.9 | 2.7% | i | 0.4% | u
CCOC(=O)N1CCC(NC(=O)c2sc3nc4n(c(=O)c3c2C)CCCC4)CC1 | 1.5% | -12.8% | -2.5% | 30.3 | -1.0 | -2.4% | i | -2.4% | 10.4%
CC(Sc1ccccc1)C(=O)N/N=C/c1ccccc1 (stereo not given) | 14.4% | u | -3.2% | 10.8 | 3.0 | 7.9% | -8.8% | 1.9% | -11.3%
O=C(CCC1CCCC1)Nc1ccc(OCC(=O)N2CCOCC2)cc1 | -8.8% | -1.1% | 0.0% | -4.4 | 4.0 | 6.9% | -2.5% | -2.4% | -6.9%
CC(NC(=O)c1ccc2ccccc2n1)c1ccc(Br)cc1 (stereo not given) | 28.4% | 4.3% | -18.9% | -23.5 | -4.4 | 8.6% | -23.4% | 21.3% | u
CN(C(=O)CSc1ncnc2scc(-c3ccccc3)c12)C1CCS(=O)(=O)C1 (stereo not given) | 22.9% | -25.2% | 9.0% | 0.7 | 4.6 | 10.5% | i | -0.5% | 36.7%[activator]
COc1cccc(-n2cnc3c(sc4nc(N5CCOCC5)c5c(c43)CCCC5)c2=O)c1 | 1.3% | u | -6.7% | 4.4 | -0.6 | -2.0% | i | -11.5% | 10.5%
CN(CCc1ccccc1)C(=O)c1cccc(NC(=O)Cc2cccc(NC(=O)C3CCN(C(=O)C4CCCCC4)CC3)c2)c1 | -2.8% | u | 21.6% | -12.7 | -27.6 | -1.3% | -17.3% | -12.2% | -15.7%
O=C(c1ccccc1Cc1ccccc1)N1CCN(S(=O)(=O)c2ccccc2Br)CC1 | 0.6% | u | 12.6µM* | 14.8 | 0.9 | u | -19.9% | 7.9% | u
CC(C)C(CCN1C(=O)CCC1=O)C1CCOC(C)(C)C1 (stereo not given) | 1.8% | -13.7% | -15.1% | 3.4 | -6.5 | 6.5% | 19.3% | 52.5%[activator] | 7.2%
O=C1CCCN1CCC1CCCCN1Cc1nc(-c2cnccn2)no1 (stereo not given) | -4.9% | -12.1% | -5.9% | -3.2 | -1.8 | -3.8% | 18.1% | 1.9% | 1.0%
CC[C@H]1C=C[C@@H](C(C(=O)OC)C(=O)OC)CN1C(C)=O | -2.9% | 0.0% | 11.4% | -7.5 | 4.4 | 4.3% | -25.0% | 0.3% | 11.6%
Cc1cc(NS(=O)(=O)c2ccc(Nc3nc(-c4sc(N)nc4C)cs3)cc2)no1 | 14.8% | 0.0% | 2.2% | 4.6 | 1.6 | -19.5% | -0.9%[57.5 µM] | -23.5% | -1.5%
CCN(CC)CCNC(=O)C1c2ccccc2C(=O)N(C)C1c1cn(C)c2ccccc12 (stereo not given) | -1.4% | 8.2% | 6.2% | 5.1 | -3.7 | 2.9% | i | -2.9% | u
Cc1ccc(Cn2c(NCCCn3ccnc3)nc3c2c(=O)n(C)c(=O)n3C)cc1 | 16.1% | 1.2% | -16.0% | 10.4 | -8.0 | 0.8% | -14.8%[57.5 µM] | 5.4% | 9.1%
O=C(CCCN1C(=O)C2CCCCN2C1=O)N1CCN(c2ccc([N+](=O)[O-])cc2)CC1 (stereo not given) | 1.9% | -3.4% | 5.8% | -24.2 | 0.5 | 2.1% | -31.5%[inhibitor][57.5 µM] | 8.3% | 1.1%
COc1ccccc1N1CCN(C(=O)c2nc(SC)ncc2Cl)CC1 | x | 4.11µM* | 35.5µM* | x | -10.2 | x | i | u | u
COc1ccc(CCN(C(=O)C(F)(F)F)C(C(=O)NC2CCCC2)c2cccs2)cc1OC (stereo not given) | 6.2% | 9.2µM* | -5.0% | -19.4 | -0.2 | 4.5% | i | -0.7% | -10.2%
Cc1ccc(C(=O)C(C)OC(=O)C2=COCCO2)cc1C (stereo not given) | 3.5% | 1.9% | -21.1% | -3.4 | -1.5 | 0.0% | i | 61.5%[activator] | 7.9%
Cc1ccc(C)c(NC(=O)CCC(=O)N/N=C/c2cccnc2)c1 | -2.4% | 3.9% | 10.6% | 7.5 | -3.7 | -2.7% | -19.7% | 4.9% | 17.7%
O=C1NCC(CN(c2ccccc2)c2ccccc2)O1 (stereo not given) | 0.0% | 7.5% | 5.8% | 4.3 | 5.3 | 4.1% | i | -0.6% | 5.8%
c1ccc(-c2nnc(-c3ccco3)o2)cc1 | 4.7% | 13.0% | -1.1% | 2.4 | -0.1 | -3.2% | -14.9% | -2.0% | 24.0%
Cc1cc(NC(=O)CN2C(=O)N(C)C3(CCCCC3)C2=O)ccc1Br | 14.4% | -3.0% | 13.7% | -17.5 | 7.6 | 2.0% | -14.3% | -28.1% | u
Cn1nc(-c2ccccc2F)c2cc(C(=O)NCc3ccccc3Cl)sc21 | 2.2% | -2.6% | 14.9% | x | 3.5 | x | -0.8% | 13.2% | -10.9%
CCOC(=O)c1ccc(N2CC(O)=C(c3nc4ccccc4c(=O)[nH]3)C2=N)cc1 | 8.0% | -4.8% | -4.6% | 5.4 | 7.3 | 10.4% | -15.8%[57.5 µM] | 18.2% | 8.1%
CCN1CCCC1CNCC(=O)Nc1ccc(OC(F)(F)F)cc1 (stereo not given) | 5.8% | 21.5% | 6.3% | -22.3 | -2.1 | 0.6% | i | 3.0% | -26.8%
CNC(=S)NC12CC3CC(CC(C3)C1)C2 | 4.8% | -6.5% | 6.1% | -24.6 | -15.1 | -1.9% | i | -1.1% | -29.9%

Record cards, as listed above.
Cc1cc(NC(=O)CN2C(=O)N(C)C3(CCCCC3)C2=O)ccc1Br as listed: GLP-1R agonist: 14.4%; KB-V1 MDR tox: -3.0%; TDP-43 yeast inh: 13.7%; D3 antag: -17.5; DRD3 agonist: 7.6; aSyn rescue: 2.0%; PTHR1 ag: -14.3%; HEK293 tox: -28.1%; GLP1R inv ag: u
O=C1CCCN1CCC1CCCCN1Cc1nc(-c2cnccn2)no1 (stereo not given) as listed: GLP-1R agonist: -4.9%; KB-V1 MDR tox: -12.1%; TDP-43 yeast inh: -5.9%; D3 antag: -3.2; DRD3 agonist: -1.8; aSyn rescue: -3.8%; PTHR1 ag: 18.1%; HEK293 tox: 1.9%; GLP1R inv ag: 1.0%

Screens from PubChem BioAssay.

This is a subset. The share of hits here may be higher or lower than overall.
